# POLI inh – DNA polymerase iota (human) inhibition; Pol iota fluorescent replication assay, 10 min; Potency, µM (titrated, usually from 115 µM), for the others: at the highest dose activity, negative = inhibition, usual class: inhibitors; 1% of 390,000 active; AID 588590
#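 Fluorescent replication assay read twice, at 0 min and 10 min after adding 50 nM (final) substrate. Enzyme (10 nM) and compounds were first incubated 15 min at room temperature; enzyme-free buffer wells were negative controls.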
# BLM helicase inh – blocks DNA unwinding by human BLM helicase. P54132. recombinant BLM DNA unwinding, fluorescence dequenching. Potency, µM (titrated, usually from 56.1 µM), for inactives: at the highest dose activity change, negative = inhibition, usual class: inhibitors. 0.2% of 350,000 active. AID 2528;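 note: plate controls were vehicle for no effect and no enzyme for full effect; nearly all actives have a fitted effect of over 35% in size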
# APEX1 inh – APE1 (human) endonuclease inhibition. 0.35% of 350,000 active. Potency, µM (highest dose often 65.8 µM), inactives show at the top dose activity change, negative = inhibition, most hits filed as inhibitors. recombinant APE1, TAMRA/BHQ-2 abasic DNA cleavage fluorescence;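 note: plate controls were vehicle for no effect and reference inhibitor for full effect; nearly all actives have a fitted effect of over 55% in size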
# Target sequence (P27695 whole entry, looked up): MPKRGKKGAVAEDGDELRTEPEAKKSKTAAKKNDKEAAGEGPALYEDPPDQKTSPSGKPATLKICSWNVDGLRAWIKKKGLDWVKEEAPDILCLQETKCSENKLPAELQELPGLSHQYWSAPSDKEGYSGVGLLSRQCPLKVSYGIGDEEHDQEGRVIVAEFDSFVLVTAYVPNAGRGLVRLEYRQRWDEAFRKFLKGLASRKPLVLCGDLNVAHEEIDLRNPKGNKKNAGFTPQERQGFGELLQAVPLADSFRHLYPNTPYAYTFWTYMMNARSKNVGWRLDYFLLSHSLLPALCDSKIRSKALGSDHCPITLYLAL
#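 Incision of a quenched TAMRA/BHQ-2 THF abasic-site duplex (50 nM) by 0.75 nM APE1, after 15 min compound preincubation, measured as fluorescence increase over three 60 s reads. Values normalized to buffer, DMSO and NSC13755 control wells.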
# JMJD2A Tudor inh – blocks the human JMJD2A Tudor domain | AlphaScreen JMJD2A-Tudor / H3K4me3 peptide binding | O75164 | 4.4% of 390,000 active | Potency, µM (top dose mostly 114 µM), for inactives: top-dose activity change, negative = inhibition, hits mostly inhibitors | AID 504339; note: % is set by controls: 0 for no effect and ±100 for the full control effect; nearly all actives have a fitted effect of over 50% in size
# Pol beta inh – DNA polymerase beta (human) inhibition; AID 485314; Potency, µM (titrated, usually from 114 µM), for the others: at the top dose activity change, negative = inhibition, hits mostly inhibitors; Pol beta primer extension/strand displacement, fluorescence kinetic; P06746; 1.3% of 340,000 active; note: % is set by controls: 0 for no effect and ±100 for the full control effect
#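 Reaction started by 50 nM substrate onto compound-treated Pol beta (10 nM, 15 min preincubation, room temperature); plates read at 0 min and 10 min. Normalized concentration-effect data fitted by four-parameter Hill equation.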
# Pol kappa inh – blocks human DNA polymerase kappa activity; Q9UBT6; purified Pol kappa, fluorescent DNA synthesis assay, 10 min; Potency, µM (titrated, usually from 107 µM), inactives show at the top dose activity, negative = inhibition, usual class: inhibitors; 0.53% of 400,000 active; note: % is set by controls: 0 for no effect and ±100 for the full control effect
#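 10 nM Pol kappa preincubated 15 min at room temperature with compounds, then reaction started with substrate at 50 nM final. Fluorescence read kinetically at 0 and 10 min; buffer-only wells served as negative control.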
# BAZ2B inh – blocks human BAZ2B; Potency, µM (series often up to 114 µM), for the others: at the top dose activity change, negative = inhibition, usual class: inhibitors; AlphaScreen BAZ2B-H3K14Ac peptide displacement; 4.4% of 360,000 active; note: % is set by controls: 0 for no effect and ±100 for the full control effect; nearly all actives have a fitted effect of over 60% in size
#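 Compounds, titrated to a top concentration of 110 uM, were incubated 30 min at room temperature with preformed BAZ2B/acetyl-K14 H3 peptide complex (50 nM each). Proximity signal was measured by AlphaScreen after 20 min with beads.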
# Pol eta inh – inhibitors of human DNA polymerase eta; 1.2% of 390,000 active; recombinant Pol eta, fluorescent DNA replication assay; Potency, µM (top dose mostly 114 µM), for the others: at the highest dose activity change, negative = inhibition, hits mostly inhibitors; Q9Y253; note: % is set by controls: 0 for no effect and ±100 for the full control effect
# Target sequence (Q9Y253 whole entry, looked up): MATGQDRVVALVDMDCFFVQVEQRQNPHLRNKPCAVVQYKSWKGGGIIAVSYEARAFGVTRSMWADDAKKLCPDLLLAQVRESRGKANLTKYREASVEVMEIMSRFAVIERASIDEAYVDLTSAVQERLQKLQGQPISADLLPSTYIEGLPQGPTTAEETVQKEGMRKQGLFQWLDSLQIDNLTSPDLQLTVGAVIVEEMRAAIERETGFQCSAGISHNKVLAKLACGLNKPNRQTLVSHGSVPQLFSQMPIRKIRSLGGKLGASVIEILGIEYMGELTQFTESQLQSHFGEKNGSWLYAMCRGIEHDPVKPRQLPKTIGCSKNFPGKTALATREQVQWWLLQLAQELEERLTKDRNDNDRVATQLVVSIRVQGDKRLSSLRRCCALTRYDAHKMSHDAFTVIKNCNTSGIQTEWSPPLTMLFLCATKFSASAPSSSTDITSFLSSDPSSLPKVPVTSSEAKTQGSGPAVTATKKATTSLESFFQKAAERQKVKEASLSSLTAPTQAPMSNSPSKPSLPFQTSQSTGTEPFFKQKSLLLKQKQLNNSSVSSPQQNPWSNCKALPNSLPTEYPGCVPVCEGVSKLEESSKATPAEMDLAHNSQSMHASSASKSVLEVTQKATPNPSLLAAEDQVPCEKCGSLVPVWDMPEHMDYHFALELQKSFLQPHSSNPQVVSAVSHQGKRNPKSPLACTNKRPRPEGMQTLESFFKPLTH
#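 Pol eta (10 nM) was preincubated with compounds for 15 min at room temperature, after which fluorescent replication substrate (50 nM final) was added to start the reaction. Fluorescence was read kinetically at 0 and 10 min.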
# G9a inh – G9a (human) methyltransferase inhibition; Q96KQ7; G9a H3K9 monomethylation, AlphaScreen, 2 h; Potency, µM (highest dose often 102 µM), without a hit: at the top dose activity, negative = inhibition, usual class: inhibitors; 8.8% of 350,000 active; note: % is set by controls: 0 for no effect and ±100 for the full control effect; nearly all actives have a fitted effect of over 75% in size
#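 G9a (20 nM) preincubated 15 min RT with compounds, then 500 nM biotinylated H3K9 peptide and 20 uM SAM added; 2 h RT reaction. Monomethyl-H3K9 product detected by AlphaScreen with anti-H3K9me1 antibody, streptavidin donor and anti-rabbit IgG acceptor beads.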
# The depositor's hits bear a star; ? = inconclusive; · = not tested or not shown; & = joins results of further samples; [ ] = remark or other dose. Calls come from the whole dose curve; as a rule, active = well fitted curve in the direction sought with a large enough effect; inconclusive = small, poorly fitted or top-dose-only effect, or another doubt; inactive = no such curve, though single readings can be large; an effect the other way counts as inactive or inconclusive. Potency is the fitted concentration of half-maximal effect.
SMILES,POLI inh,BLM helicase inh,APEX1 inh,JMJD2A Tudor inh,Pol beta inh,Pol kappa inh,BAZ2B inh,Pol eta inh,G9a inh
COc1c2ccoc2c(OC)c2oc(=O)ccc12,18%,3%&-2%,?,-16%,?,-1%[60.1 µM],-1%,-12%,14%[59 µM]
Cc1cc(C)c2c(CC(=O)N3CCN(c4cccc(Cl)c4)CC3)coc2c1,-15%,-7%,·,-7%,-13%,6%,-26%,-18%,-25%[59 µM]
COc1ccccc1/C=C/C=N/n1c(-c2ccc(C)cc2)n[nH]c1=S,9%,-10%,1%,-31%,0%,-13%,-28%,-5%,?
O=C(NCCCn1ccnc1)C(F)(F)C(F)(F)C(=O)NCCCn1ccnc1,14%,3%,-2%,?,-1%,0%,20µM*,-9%,14µM*
N#Cc1cc(N)ccc1Sc1ccc(Cl)cc1,10%,-12%,-7%,13%,-6%,-8%,-6%,-9%,46%[activator]
COc1ccc(-c2nn(-c3ccccc3)cc2/C=N/NC(=O)c2cccc(S(=O)(=O)Nc3ccccc3OC)c2)cc1,8%,-5%,-2%,-11%,15%,-6%,4%,-13%,22%[59 µM]
Cc1ccc(NC(=O)C2CCCN(C(=O)c3ccc(Cl)cc3)C2)cc1 (configuration not stated),75%[activator],-2%,8%,-19%[11.4 µM],41%,-9%,-8%,-2%,-7%
Cc1ccc(NC(=O)Cn2cc3c(n2)CCCC3)c(Cl)c1,17%,-3%,·,2%,38%,2%,3%,-9%,9%[59 µM]
O=C(COC(=O)c1ccc[nH]c1=O)Nc1ccc(S(=O)(=O)N2CCCC2)cc1,?,-10%,0%,?,-10%,8%,-23%,-8%,7%[12.7 µM]
CC(=O)Nc1nc(-c2ccc(Cl)cc2)ns1,11%,7%,1%,-13%,1%,-8%,6%,-1%,-16%
Cc1ccc(OCC(=O)NCCNC(=O)c2ccc(C)nc2)cc1,-11%,1%,3%[12.4 µM],-11%,3%,-4%,-9%,-2%,20%[59 µM]
O=C1c2ccccc2NC(c2ccc3c(c2)OCO3)N1O (configuration not stated),4%,1%,-4%,-9%,7%,2%,-29%,-11%,-13%[59 µM]
CC(=O)c1c(C)[nH]c(C(=O)N2CCN(c3ccccn3)CC2)c1C,79%[activator],-4%,36%,1%,-16%,2%,-25%,-12%,1%
COc1ccc(COc2cc(-c3cccc(OC)c3)nc3ccc(NC(=O)c4ccccc4)cc23)cc1,14%,-7%[75.6 µM],3%&15%,-21%,24%,?,-1%,-11%,-32%[59 µM]
O=C(Nc1nc2cc3c(cc2s1)OCO3)c1cccc(N2C(=O)CCC2=O)c1,-4%,-7%,14%,-3%,4%,-5%,15%,-10%,·
CCNC(=O)COc1ccc(F)cc1C(=O)c1cnn(-c2ccccc2)c1,35%[activator],1%,-6%,-18%,5%,-7%,1%,-1%,-12%
CC1CCN(c2ccc(NC(=O)c3cccnc3Cl)cc2)CC1,18%,-1%,1%,-24%,-14%,7%,-24%,-2%,2%
COCCn1c(SCC(=O)Nc2ncc(Cl)c(C)c2Cl)nc2ccccc21,11%,0%,-3%,-26%,-3%,-10%,?,-13%,18%[2.33 µM]
O=C(c1cc(-c2ccc(Br)cc2)n[nH]1)N1CCN(S(=O)(=O)c2ccc(Br)s2)CC1,-7%,-3%,·,-11%,35%,-17%,-2%,-6%,10%[59 µM]
COc1ccc(/C=N/NC(=O)c2nnn(-c3nonc3N)c2-c2cccc(OC)c2)cc1,5%,-5%,5%,-30%,11%,-1%,-26%,-25%,21%
COC(=O)c1c(N2C(=O)Nc3ccccc3N2O)sc(C)c1C,-8%,-3%,-4%,-12%,23%,7%[60.1 µM],-1%,4%,-25%
Cc1ccsc1C(=O)N1CCc2ccccc2C1,4%,-4%,-1%,3%,-23%,-4%,3%,5%,26%
CCOC(=O)Cc1csc(SCc2nc3sc4c(c3c(=O)[nH]2)CCC4)n1,?,-8%,-2%,-7%,-3%,1%,-1%,-1%,-50%[59 µM]
CN1C(=O)C(CC(=O)NC2CCCCC2)SC1=Nc1ccccc1 (configuration not stated),18%,-2%,5%,?,17%,2%,25%,-20%,17%[59 µM]
CC(=O)Nc1ccc(Sc2ccc([N+](=O)[O-])o2)cc1,?,·,·,-30%,·,-23%,·,32µM*,·
N#Cc1cccc(NC(=O)CN2C(=O)NC3(CCCCCC3)C2=O)c1,14%,·,2%,3%,·,-13%,-1%,-11%,20%[12.7 µM]
O=C1CN(S(=O)(=O)c2cc(Cl)ccc2Cl)CCN1,84%[activator],-3%,-2%,-9%,-1%,-13%,-1%,4%,-2%
O=C(CCC(=O)N1CCOCC1)Nc1nnc(C2CCCCC2)s1,1%,-2%,0%,-14%,1%,-2%,6%,6%,?
O=C(c1cc(C(F)(F)F)cc(C(F)(F)F)c1)N1CCC2(CCCN(Cc3ccncc3)C2)CC1,·,-1%,5%,·,·,-8%[60.1 µM],·,·,-17%[12.7 µM]
CCCN1CCN(CCCNC(=O)CN2C(=O)c3cccnc3Oc3ccc(Cl)cc32)CC1,?,-4%,0%,-20%,2%,-6%,-6%,-7%,0%[0.0925 µM]
CCN(CC)C(=O)C1CCC(CNS(=O)(=O)c2cccc3cccnc23)CC1 (configuration not stated),-5%,5%,-1%,-18%,21%,-10%,8%,-3%,-45%
COC(=O)C1=C(C(=O)c2ccccc2)C(c2ccccc2)n2nnnc2N1 (configuration not stated),34%[activator],-6%,27%,-19%,-4%,-12%,-34%,-5%,-2%
O=C(CN1CCOCC1)NCc1cc([N+](=O)[O-])ccc1O,-1%,3%,1%,-1%,3%,13%,5%,-10%,0%[0.501 µM]
Cc1cc(-c2ccccc2)n2ncnc2n1,16%,-2%,5%,4%,1%,0%,-17%,-6%,10%
O=C(Nc1ccc(-c2cnco2)cc1)c1ccccc1,53%[activator],-10%,5%,-20%,0%,-12%,1%,-11%,·
CCNC(=O)CC1C(=O)N(c2ccccc2)C(=O)N1Cc1ccc(F)cc1 (configuration not stated),20%,3%,·,-15%,6%,-22%,-3%,-8%,-1%[59 µM]

# Brought forward from above: four compounds, followed by the next part.
SMILES,POLI inh,BLM helicase inh,APEX1 inh,JMJD2A Tudor inh,Pol beta inh,Pol kappa inh,BAZ2B inh,Pol eta inh,G9a inh
O=C(CN1CCOCC1)NCc1cc([N+](=O)[O-])ccc1O,-1%,3%,1%,-1%,3%,13%,5%,-10%,0%[0.501 µM]
Cc1cc(-c2ccccc2)n2ncnc2n1,16%,-2%,5%,4%,1%,0%,-17%,-6%,10%
O=C(Nc1ccc(-c2cnco2)cc1)c1ccccc1,53%[activator],-10%,5%,-20%,0%,-12%,1%,-11%,·
CCNC(=O)CC1C(=O)N(c2ccccc2)C(=O)N1Cc1ccc(F)cc1 (configuration not stated),20%,3%,·,-15%,6%,-22%,-3%,-8%,-1%[59 µM]
Cn1c2ccccc2c2cc(/C=N/NC(=O)c3ccc(O)cc3O)ccc21,?,-8%,-21%,-29%,?,-28%,-14%,?,·
CCCCn1c(N)c(N(CC(C)C)C(=O)C2CC(=O)N(c3ccc(CC)cc3)C2)c(=O)[nH]c1=O (configuration not stated),28%,·,-1%,-8%,·,-8%,-6%,-7%,-6%
CCN1C(=O)/C(=C2/Sc3ccccc3N2CC)S/C1=N\c1ncn[nH]1,85%[activator],-3%,-1%,-26%,-25%,-3%,?,-10%,-28%
CCOC(=O)c1c(CSc2ccc(C)cc2)n(C)c2cc(Br)c(O)c(CN(C)C)c12,5%,5%,-8%,32µM*,-18%,-12%,45µM*,-19%,8.9µM*
Cc1ccn2cc(C34CC5CC(CC(C5)C3)C4)nc2c1,-13%,-1%,-12%,-23%,25%,-3%,-34%,-1%,?
COc1cccc(CCNC(=O)Cn2c(-c3cccs3)cc3ccccc32)c1,?,-4%,·,-10%,3%,-43%,-11%,-6%,-37%[59 µM]
O=C(COC(=O)c1ccc2c(c1)S(=O)(=O)c1ccccc1C2=O)NC1CC1,10%,-4%,-5%,-8%,13%,-1%,-19%,-7%,-30%
COc1ccc2c(c1)cc(C(=O)N[C@H](C(=O)N1CCC[C@H]1C(=O)O)C(C)C)n2C,-4%,0%,7%,-23%,-22%,-11%,8%,-4%,11%[12.7 µM]
CCOC(=O)c1ccc(NC(=O)CC2COc3ccccc3O2)cc1 (configuration not stated),-7%,-9%,-4%,2%,-3%,-22%,0%,-13%,-7%[12.7 µM]
O=C(O)CC(NC(=O)C12CC3CC(CC(C3)C1)C2)c1cccc(Cl)c1 (configuration not stated),14%,-7%,20%,-6%,0%,-42%,-1%,-17%,18%
Cc1cc2nn(-c3cccc4ccccc34)nc2cc1N,17%,-8%,-2%,2%[57.1 µM],5%,-2%,?,?,3.5µM*
Cc1cc(C)cc(NC2=NCC(=O)N2Cc2ccccc2)c1,4%,-5%,0%,-30%,0%,-1%,-7%,-2%,18%[12.7 µM]
CCc1ccc(OC(C)C(=O)Nc2ccccc2C(=O)N2CCOCC2)cc1 (configuration not stated),4%,-4%,0%,1%,40%,-7%,-7%,-10%,-7%[12.7 µM]
NC(=O)c1ncc(C(F)(F)F)cc1Oc1cccnc1,22%,-7%,-10%,-23%[57.1 µM],-1%,9%,-1%,-12%,1%
CCOc1ccc2nc(NC(=O)C34CC5CC(CC(NC(C)=O)(C5)C3)C4)sc2c1,12%,-7%,8%,-31%,24%,-16%,-14%,-16%,16µM*
COc1cc(OC)c(OC)cc1/C=C1/Cc2ccccc2C1=O,7%,-3%,24%,-22%,25%,9%,4%,-10%,-9%[2.33 µM]
N#Cc1c(-c2ccco2)c2c([nH]c1=S)CCCC2,13µM*,?,11%,28µM*,28µM*,-28%,1%,?,?
NC(=O)c1ccc2c(=O)n3c(-c4cccs4)csc3nc2c1,21%,-1%,1%,-4%,3%,4%,-3%,-13%,11%[12.7 µM]
O=C(c1cc(-c2cccc(Cl)c2)on1)N1CCCC1,49%[activator],0%,18%,10%,9%,-5%,2%,-22%,-12%
CCCCCC(=O)Cc1cc(O)cc2c1C(=O)Oc1cc(O)c(C(=O)O)c(CCCCC)c1O2,71µM*,?,6%,79µM*,45µM*,79µM*,?,18µM*,-23%[59 µM]

# Screens (PubChem)

# A portion of the library; rates above refer to the full screens.
